From PubChem BioAssay
OX1R antag: antagonists of human orexin 1 receptor (OX1R); O43613; 330,000 compounds, 1.8% hits; OX1R-expressing cells, FRET antagonist read-out; inhibition, % at 6.6 µM; AID 485270; in the data active means inhibition mostly above about 38%, no sharp cut-off; inactive means mostly below about 40%;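 further: 0% = agonist challenge alone and 100% = reference antagonist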
Target sequence (O43613 whole entry, looked up): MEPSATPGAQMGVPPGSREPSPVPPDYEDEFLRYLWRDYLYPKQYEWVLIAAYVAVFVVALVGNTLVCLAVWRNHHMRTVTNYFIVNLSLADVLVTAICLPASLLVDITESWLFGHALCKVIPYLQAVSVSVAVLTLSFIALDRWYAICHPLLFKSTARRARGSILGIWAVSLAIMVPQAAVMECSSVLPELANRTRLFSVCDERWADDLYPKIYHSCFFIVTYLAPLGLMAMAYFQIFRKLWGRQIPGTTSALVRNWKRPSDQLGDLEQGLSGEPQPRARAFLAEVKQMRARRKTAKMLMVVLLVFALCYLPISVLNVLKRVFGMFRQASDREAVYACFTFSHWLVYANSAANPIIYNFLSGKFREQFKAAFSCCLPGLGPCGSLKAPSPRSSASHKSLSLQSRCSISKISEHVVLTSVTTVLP
STK33 kinase inh: blocks human STK33 kinase activity. Q9BYT3. purified STK33, MBP phosphorylation, ADP-Glo luminescence. inhibition, % at 10 µM. 320,000 compounds, 0.073% hits. AID 2661;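 active means inhibition at or above 25%, using the most active replicate where run in duplicate; inactive means inhibition below 25%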
Target sequence (Q9BYT3 whole entry, looked up): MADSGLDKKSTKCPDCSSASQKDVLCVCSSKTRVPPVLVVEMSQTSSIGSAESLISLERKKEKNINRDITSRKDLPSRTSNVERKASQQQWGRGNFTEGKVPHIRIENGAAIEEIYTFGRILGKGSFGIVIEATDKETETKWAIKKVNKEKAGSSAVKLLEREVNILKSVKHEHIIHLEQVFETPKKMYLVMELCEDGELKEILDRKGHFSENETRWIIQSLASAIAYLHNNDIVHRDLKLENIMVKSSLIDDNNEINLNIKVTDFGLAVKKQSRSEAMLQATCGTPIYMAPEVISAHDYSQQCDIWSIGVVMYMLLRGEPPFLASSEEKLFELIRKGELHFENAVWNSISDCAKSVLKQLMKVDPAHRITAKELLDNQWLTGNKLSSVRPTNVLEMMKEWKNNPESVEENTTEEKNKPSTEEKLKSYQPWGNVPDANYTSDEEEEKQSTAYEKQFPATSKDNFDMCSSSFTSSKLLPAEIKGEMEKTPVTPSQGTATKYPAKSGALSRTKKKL
Active calls of the source: *; . = no result given.

The line under a structure holds: OX1R antag | STK33 kinase inh
#1 Cc1ccc2nc(N3CCN(C)CC3)c(C#N)cc2c1
    21 | -1.6
#2 NC1=NC(=O)/C(=C/c2ccsc2)S1
    35 | 0.8
#3 CN1/C(=C\C(=O)COC(=O)Cn2nnc(-c3ccccc3)n2)C(C)(C)c2ccccc21
    31 | -2.2
#4 CC(C)(C)C(=O)CNS(=O)(=O)c1ccc(S(=O)(=O)NC2CC2)cc1
    4 | -0.8
#5 O=C(NNC(=O)C12CC3CC(CC(C3)C1)C2)c1cnccn1
    -12 | -0.3
#6 CCc1nc2ccccc2c(C(=O)OCC(=O)NC2CC2)c1C
    9 | -2.0
#7 CCCc1cc(=O)c2c(O)cccc2o1
    6 | -0.5
#8 COC(=O)c1cccc(NC(=O)CN2CCN(Cc3ccccc3)CC2)c1
    20 | -2.1
#9 COc1ccccc1CC(=O)NNC(=O)CN(C)S(=O)(=O)c1ccc(Cl)cc1
    10 | .
#10 COc1cccc(C(=O)O/N=C/c2ccc(Sc3ccc(C)cc3)nc2)c1
    1 | -0.6
#11 Cc1cccnc1NC(=O)c1c(O)c2ccccc2n(C)c1=O
    18 | -1.5
#12 CCN(CC)S(=O)(=O)c1cccc(NC(=O)c2ccc(Sc3nncn3C)c([N+](=O)[O-])c2)c1
    -4 | -1.0
#13 CCCCCCCCC(=O)NCCOc1ccccc1
    19 | 0.6
#14 Cc1nn(C(=O)c2nn(C)cc2[N+](=O)[O-])c(C)c1Cl
    8 | 3.0
#15 CC(C)(C)c1ccc(C2=CSC3=NCCN23)cc1
    8 | -0.4
#16 COc1ccc(C(=O)NC(C)Cc2cnccn2)cc1OC1CCN(C(C)C)CC1 (stereo not drawn)
    12 | -0.1
#17 CCOC(=O)c1cc(S(=O)(=O)NC2CCCCC2)cn1C
    7 | 0.3
#18 Cc1cc(N=Nc2ccccc2C(=O)O)c(C)c(C)c1O
    50* | 17
#19 CCOC(=O)c1cc(NC(=O)CSc2nnc(CN3CCOCC3)n2C)ccc1Cl
    14 | -3.7
#20 Cc1ccc(NC(=O)CCc2c(C)nc3ncnn3c2C)cc1
    1 | 0.2
#21 CC1=C(C(N)=O)C(c2cccs2)n2nc(-c3cccc(C)c3)nc2N1 (stereo not drawn)
    19 | -1.7
#22 CCSCc1nnc(SCC(=O)Nc2ccc(OC)cc2)n1C
    30 | 0.2
#23 COc1ccnc(NCc2cccc(C(F)(F)F)c2)c1C#N
    14 | -1.4
#24 CC1CN(C(=O)c2cccc(Oc3ccccc3)c2)CC(C)O1 (stereo not drawn)
    13 | -2.5
#25 O=C(CN1CCCN(Cc2ccc(F)cc2Cl)C1=O)NCc1ccccc1
    20 | -0.2
#26 CC(=O)N(CN1C(=O)c2ccccc2C1=O)c1ccc2c(c1)oc1ccccc12
    8 | -1.1
#27 COc1ccccc1CNC(=O)CCCn1nc(C)c2c(C)n(-c3ccccc3)nc2c1=O
    16 | -1.6
#28 CCc1ccc(NC(=O)c2n[nH]c(=O)c3ccccc23)cc1
    10 | 0.4
#29 [N-]=[N+]=CC(=O)C(Cc1ccccc1)N1C(=O)c2ccccc2C1=O (stereo not drawn)
    24 | 4.4
#30 CCOC(=O)CC(N)c1ccc2c(c1)OCO2 (stereo not drawn)
    7 | -2.0

Single records, as listed above:
NC1=NC(=O)/C(=C/c2ccsc2)S1 in the list: OX1R antag = 35; STK33 kinase inh = 0.8
CC1CN(C(=O)c2cccc(Oc3ccccc3)c2)CC(C)O1 (stereo not drawn) in the list: OX1R antag = 13; STK33 kinase inh = -2.5
COc1ccccc1CNC(=O)CCCn1nc(C)c2c(C)n(-c3ccccc3)nc2c1=O in the list: OX1R antag = 16; STK33 kinase inh = -1.6

Returning to the listing; the 2 compounds before the break are reprinted first.
The line under a structure holds: OX1R antag | STK33 kinase inh
#29 [N-]=[N+]=CC(=O)C(Cc1ccccc1)N1C(=O)c2ccccc2C1=O (stereo not drawn)
    24 | 4.4
#30 CCOC(=O)CC(N)c1ccc2c(c1)OCO2 (stereo not drawn)
    7 | -2.0
#31 COC(=O)Cn1c(=O)cnc2ccccc21
    8 | -1.7
#32 CCOC(=O)C1C(=O)CC(C)(O)C(C(=O)OCC)C1c1cccc(OC)c1 (stereo not drawn)
    4 | -2.6
#33 COc1ccccc1NC(=O)C(=O)N/N=C(\C)CC(=O)Nc1ccccc1C(F)(F)F
    39 | -1.3
#34 Oc1ccc(-c2nccc(-c3ccc(Br)cc3)n2)cc1
    16 | 0.7
#35 O=C(c1ccc2c(c1)OCCO2)C1CCN(C(=O)c2ccc(F)cc2)CC1
    17 | -2.1
#36 CC1CCCCC1NC(=O)COCc1cc(-c2cccs2)on1 (stereo not drawn)
    31 | -1.4
#37 CCOc1ccc(N2CC(C(=O)Nc3ccc(S(=O)(=O)NCC4CCCO4)cc3)CC2=O)cc1 (stereo not drawn)
    -3 | 1.0
#38 COC(=O)Cn1c2[n+](c3ccccc31)CC(O)CS2 (stereo not drawn)
    29 | -1.3
#39 COc1ccc(C(=O)N/N=C/c2ccccc2OC(=O)c2ccccc2)cc1
    -3 | -0.4
#40 Cc1cccc2sc(NC(=O)CCNS(=O)(=O)c3cccc4nonc34)nc12
    42 | -1.1
#41 CC(C)N1CCc2c(sc(NC(=O)Cc3ccccc3)c2C#N)C1
    15 | -0.6
#42 CC1=CCC(C(=O)O)(C(=O)N/N=C/c2cccs2)C(c2ccc(F)cc2)C1 (stereo not drawn)
    16 | 0.1
#43 O=C(NCCC1=CCCCC1)c1cc(S(=O)(=O)N2CCOCC2)c(Cl)cc1Cl
    24 | -0.4
#44 CCc1ccc(C(=O)N/N=C/c2ccncc2)s1
    . | 2.3
#45 CCc1sc(NC(=O)c2cc3ccccc3oc2=O)nc1-c1cccs1
    21 | -1.2
#46 COc1ccc(NC(=O)N2CCCC2C(=O)NCc2cccs2)cc1 (stereo not drawn)
    16 | -0.4
#47 O=C(NNc1nc2c(F)cc(F)cc2s1)C1COc2ccccc2O1 (stereo not drawn)
    10 | 0.7
#48 NC(=NC(=O)c1ccc(Cl)cc1)N1N=CCC1c1ccccc1 (stereo not drawn)
    12 | -0.7
#49 COc1ccc(COc2ccc(C3C(S(=O)(=O)c4ccccc4)CON3C)cc2OC)cc1 (stereo not drawn)
    13 | -0.6
#50 N#Cc1ccc(-c2csc(NC(=O)c3ccc(N4C(=O)CCC4=O)cc3)n2)cc1
    3 | -1.3
#51 COc1ccc(C2=Nn3c(nnc3C3CCCCC3)SC2)cc1OC
    21 | -0.9
#52 O=C(CN1C(=O)CC(c2ccccc2)=Nc2ccccc21)NCc1ccco1
    43 | -0.4
#53 O=C(NCc1ccccc1)C1CCCN(S(=O)(=O)c2ccc(Br)cc2)C1 (stereo not drawn)
    4 | -0.3
#54 CCOc1ccc(C2N(c3ccc(F)cc3)C(=O)C3CCCN32)cc1OC (stereo not drawn)
    7 | 0.6
#55 O=C(NC(=S)N(CC1CCC1)CC1CCCO1)c1cccc([N+](=O)[O-])c1 (stereo not drawn)
    8 | 0.2
#56 CCc1nnc(NC(=O)CN2CCN(c3ccccc3OC)CC2)s1
    7 | -0.7
#57 NC(=O)C1(N2CCCCC2)CCN(c2ccc3nnc(-c4ccccc4)n3n2)CC1
    6 | -1.2
#58 Cc1ccccc1NC1=C/C(=N\S(=O)(=O)c2ccc(C(=O)O)cc2)c2ccccc2C1=O
    59* | 5.5
#59 CN(C)S(=O)(=O)c1ccc(C(=O)NNC(=O)c2ccccc2-n2cccc2)cc1
    4 | -0.8
#60 Nc1nonc1C(=O)OCC(=O)c1ccc(Cl)cc1
    10 | .

Molecules above that have a furan ring, fused or not:
The line under a structure holds: OX1R antag | STK33 kinase inh
#26 CC(=O)N(CN1C(=O)c2ccccc2C1=O)c1ccc2c(c1)oc1ccccc12
    8 | -1.1
#52 O=C(CN1C(=O)CC(c2ccccc2)=Nc2ccccc21)NCc1ccco1
    43 | -0.4

Later entries
The line under a structure holds: OX1R antag | STK33 kinase inh
#61 COc1cc([N+](=O)[O-])c(OC)cc1SCc1n[nH]c(=S)n1-c1ccc(C)cc1
    22 | -0.2
#62 Cc1cc2c(cc1S(=O)(=O)Nc1ccc(OC(F)(F)F)cc1)OCC(=O)N2
    8 | .
#63 COC(=O)c1ccccc1S(=O)(=O)Oc1ccc(-c2ccc(C(=O)O)cc2)cc1
    17 | -0.4
#64 CC(C)(C)NC(=O)C(c1ccccc1F)N(Cc1ccco1)C(=O)c1csnn1 (stereo not drawn)
    1 | 1.5
#65 NNC(=O)c1ccc(Cn2cc(Br)cn2)o1
    7 | 0.2
#66 Cc1cccc(-c2nnc(SCC(=O)O)n2Cc2ccccc2)c1
    -2 | -0.2
#67 CC(=O)c1cc2c(s1)-c1cc(F)ccc1OC2
    18 | 1.8
#68 COc1ccc(C(=O)OCC(=O)NC(=O)NCc2ccccc2)cc1[N+](=O)[O-]
    4 | -1.1
#69 O=S(=O)(Nc1cnc2ccccc2c1)N1CCCCCC1
    12 | 0.3
#70 COc1ccc([C@H]2CC(=O)C=C(c3ccc4ncccc4c3)C2)cc1
    15 | -1.4
#71 Cc1ccc(Oc2nn[nH]n2)cc1
    16 | 0.2
#72 O=C(N/N=C/c1ccc(N2CCOCC2)cc1)c1cccs1
    19 | 2.4
#73 COc1cccc(C(=O)NCC(=O)n2nc(C)cc2C)c1
    28 | 0.2
#74 CCOc1ccc(C2NC(=O)c3ccccc3O2)cc1OCC (stereo not drawn)
    13 | -2.2
#75 O=C(Nc1ccc2ccccc2c1)c1cc(F)c(F)cc1Cl
    16 | -1.1
#76 Cc1nn(C(CC(=O)O)C(=O)O)c(C)c1Br (stereo not drawn)
    24 | 0.3
#77 Cc1ccc(CNC(=O)CN(C)C2=NS(=O)(=O)c3ccccc32)cc1
    -1 | -0.2
#78 CC1CC(=O)C2=C(C1)Nc1ccccc1N=C2 (stereo not drawn)
    -1 | -0.4
#79 Cc1nonc1OCCN1CCN(c2ccc([N+](=O)[O-])cc2)CC1
    19 | -0.1
#80 CSC(=S)N/N=C/c1c[nH]c2ccccc12
    15 | 2.4
#81 O=S(=O)(Nc1nc2ccccc2nc1NCC1CCCO1)c1cccc(Cl)c1 (stereo not drawn)
    33 | -2.2
#82 O=C(NCC(=O)N1CCN(S(=O)(=O)c2ccccc2C(F)(F)F)CC1)c1sc2ccccc2c1Cl
    8 | -1.3
#83 CC(C)[C@H](NC(=O)OCc1ccccc1)C(=O)OCC(=O)Nc1ccc(N2CCOCC2)cc1
    10 | -2.8
#84 O=C1N=C(N2CCN(Cc3ccccc3)CC2)S/C1=C/c1cccs1
    17 | -1.0
#85 O=C(Nc1cccc2cccnc12)c1cccc2ccccc12
    25 | -0.1
#86 CCOc1cccc(-c2nnc3sc(C4CCCCC4)nn23)c1
    1 | -0.4
#87 COc1ccccc1CNC(=O)CN1C(=O)NC2(CCCc3ccccc32)C1=O (stereo not drawn)
    8 | -1.1
#88 COc1ccc([N+](=O)[O-])cc1NC(=O)C(C)OC(=O)c1ccccn1 (stereo not drawn)
    35 | -1.9
#89 Cc1nnc(-c2ccccc2)c(=O)n1/N=C/c1c(O)ccc2ccccc12
    31 | -1.1
#90 CCCC(=O)N1CCCC(C(=O)c2cccc(OC(C)C)c2)C1 (stereo not drawn)
    13 | -1.3

An excerpt from above in order of count of non-hydrogen atoms, highest first.
The line under a structure holds: OX1R antag | STK33 kinase inh
#49 COc1ccc(COc2ccc(C3C(S(=O)(=O)c4ccccc4)CON3C)cc2OC)cc1 (stereo not drawn)
    13 | -0.6
#32 CCOC(=O)C1C(=O)CC(C)(O)C(C(=O)OCC)C1c1cccc(OC)c1 (stereo not drawn)
    4 | -2.6
#51 COc1ccc(C2=Nn3c(nnc3C3CCCCC3)SC2)cc1OC
    21 | -0.9

Continuation.
The line under a structure holds: OX1R antag | STK33 kinase inh
#91 CCC(c1nnc(SCC(=O)N2CCOCC2)n1C1CCCCC1)N(C)C (stereo not drawn)
    4 | -1.8
#92 c1cc2[nH]snc2c2nc(C3CC3)nc12
    46* | 20
#93 O=C(CC1C(=O)NCCN1Cc1cccc(C(F)(F)F)c1)NC1CCCCCC1 (stereo not drawn)
    2 | 0.6
#94 C=CCN(c1ccccc1)S(=O)(=O)c1cccc(C(=O)O)c1
    11 | -0.4
#95 Cc1ccccc1NC(=O)c1sc2nc3c(c(-c4ccco4)c2c1N)CCCC3
    22 | -0.5
#96 COc1ccccc1C(=O)Nc1cccc(N(C)S(C)(=O)=O)c1
    15 | -1.0
#97 O=C(COC(=O)c1cc(Cl)ccc1O)NCC1CCCO1 (stereo not drawn)
    16 | .
#98 O=C(CSc1nc(Nc2ccccc2)nc(N2CCOCC2)n1)N1CCc2ccccc21
    14 | -2.1
#99 O=C(COc1ccc(F)cc1)Nc1ccc(-n2cnnn2)cc1
    9 | 0.0
#100 CC(C)(C)Cc1nnc(NC(=O)c2cc(-c3ccccc3)nc3ccccc23)s1
    10 | 0.2
#101 Cc1nn(-c2ccc(F)cc2)c(Cl)c1C(=O)OC(C)C(=O)N(C)C1CCCCC1 (stereo not drawn)
    14 | -0.8
#102 O=[N+]([O-])c1ccc(N2CCN(c3ccc(Cl)nn3)CC2)c(Cl)c1
    17 | -1.2
#103 COC(=O)c1cnn(-c2ccc(F)cc2F)c1/C=N/NC(N)=S
    9 | -2.9
#104 COc1ccc(CN(CC(O)COCc2ccccc2)S(=O)(=O)c2ccccc2Br)cc1 (stereo not drawn)
    8 | .
#105 O=C(NCc1ccc(Cl)cc1)C1CCN(c2cnccn2)CC1
    10 | -0.1
#106 CCCc1cc(=O)oc2c(C)c(OC(C)C(=O)NCC(O)c3ccccc3)ccc12 (stereo not drawn)
    14 | 0.2
#107 COc1cc(Cl)ccc1OCc1cc(C(=O)N2CCN(c3ccccn3)CC2)no1
    4 | -1.9
#108 Cc1ccccc1NC(=S)N(Cc1ccco1)C(C)c1ccccn1 (stereo not drawn)
    8 | -1.3
